Screening results: PubChem BioAssay, several laboratories
GPR55 beta-arrestin: selective activators of receptor GPR55 – imaging, U2OS cells, beta-arrestin-GFP redistribution, primary screen (AID 1961); U2OS GPR55 beta-arrestin-GFP redistribution imaging; higher % means a stronger effect; activation, % at 10 µM; hits with a dose series show EC50 in µM; 290,000 compounds, 0.048% hits;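 active means activation above 40% with more than 50 cells counted in the well; inconclusive means wells holding fewer than 50 cells, flagged as toxic or sparse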;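 further: U2OS osteosarcoma cells stably expressing GPR55 and beta-arrestin-GFP; plate controls were DMSO negative control for no effect and LPI positive control for full effect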
KOR beta-arrestin-1: kappa opioid receptor activators – cell-based, luminescence, uHTS, primary screen (AID 1777) | KOR beta-arrestin recruitment, luminescence; higher % means a stronger effect | activation, % at 10 µM, or EC50 in µM where a hit was titrated | 280,000 compounds, 0.02% hits; in the data active means activation above about 50%, passing the limit was not always enough; further: a part of the inactive calls stands beside numbers as strong as those of hits
K1F lysis inhibition: inhibition of K1F phage lysis, E. coli UTI89, bacterial capsule biogenesis inhibitors, alamar blue (AID 488966); E. coli UTI89 K1F phage lysis, alamar blue, 2 h; higher % means a stronger effect; one-dose inhibition, % at 100 µM; IC50 in µM for titrated hits; 340,000 compounds, 0.02% hits;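 active means phage lysis inhibition, versus mean bacterial control, above a set limit; inconclusive means no clear call, values can overlap the other calls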;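 further: capsule biogenesis inhibitors block K1F phage lysis so surviving cells raise fluorescence; higher fluorescence means more inhibition of phage lysis; actives were called in the ten point dose series up to 300 µM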
GPR55 LPI antagonism: GPR55 antagonists blocking LPI-driven arrestin recruitment, primary screen, imaging, U2OS, beta-arrestin-GFP, LPI agonist (AID 2013); U2OS GPR55 beta-arrestin-GFP translocation imaging, LPI antagonism; higher % means a stronger effect; inhibition, % at 10 µM, or IC50 in µM where a hit was titrated; 290,000 compounds, 0.13% hits;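 active means spots per cell inhibited over 60%, with over 100 cells counted and total cytoplasm intensity under 500,000; inconclusive means wells with under 100 cells, flagged as likely toxic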;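 further: U2OS cells stably carrying GPR55 and arrestin-GFP stimulated by 5 µM LPI near EC80; imaged beta-arrestin-GFP aggregate spots per cell after agonist stimulation; plate controls were LPI-stimulated DMSO wells for no effect and DMSO wells without LPI for full effect; some results filed as inactive read as strong as hits; confirmed hits need IC50 under 10 µM and bright autofluorescent wells are also inconclusive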
KOR beta-arrestin-2: kappa opioid receptor blockers – cell-based, luminescence, uHTS (AID 1778); KOR beta-arrestin recruitment, luminescence, antagonist mode; higher % means a stronger effect; one-dose inhibition, % at 10 µM; IC50 in µM for titrated hits; 290,000 compounds, 0.091% hits; in the data active means inhibition above about 50%; further: strong numbers were not always called active
GPR35 antagonists: GPR35 antagonists blocking zaprinast-driven arrestin recruitment, primary screen, imaging, U2OS, beta-arrestin-GFP, zaprinast agonist (AID 2058); U2OS GPR35 beta-arrestin-GFP translocation imaging, zaprinast antagonism; higher % means a stronger effect; inhibition, % at 10 µM; hits with a dose series show IC50 in µM; 290,000 compounds, 0.052% hits;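 active means inhibition of at least 50% with at least 30 cells and total cytoplasm GFP at most 10,000,000; inconclusive means under 30 cells or total GFP of 10,000,000 plus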
MgcRacGAP inhibition: MgcRacGAP GTPase-activating activity inhibitors, confirmation, biochemical, ADP Hunter fluorescence; 340,000 compounds, 0.6% hits; inhibition, % at 30 µM; hits with a dose series show IC50 in µM; MgcRacGAP-stimulated Rac1 GTP hydrolysis, ADP Hunter fluorescence; higher % means a stronger effect; GST-tagged Rac1 F28L mutant substrate;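 active means first-screen hits whose inhibition reached a set limit at any dose in the follow-up dose series; inconclusive means inhibition above the set first-screen limit but never retested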;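 further: fluorescence reports GDP produced by GAP-driven GTP hydrolysis; strong numbers were not always called active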
NOD1 NF-kB reporter: NOD1 signaling inhibitors, primary screen, cell-based, luminescence, uHTS (AID 1578) | NOD1-driven NF-kB luciferase reporter cells, luminescence; higher % means a stronger effect | inhibition, % at 4 µM, or EC50 in µM where a hit was titrated | 290,000 compounds, 1% hits; in the data active means inhibition mostly above about 36%, no sharp cut-off; inactive means mostly below about 34%;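 further: HEK-293T reporter cells stimulated with the NOD1 agonist gamma-tri-DAP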
NTR1 ag: NTR1-driven beta-arrestin-GFP spot formation – imaging, U2OS cells, high content, primary screen (AID 493036); P30989; agonist mode; activation, % at 20 µM; 330,000 compounds, 0.17% hits;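 active means activation at or above 40% of the spot to cytoplasm intensity ratio, with at least 20 cells analyzed; inconclusive means wells under 20 cells, flagged as cytotoxic or low count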;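 further: 0% = DMSO without peptide and 100% = 100 nM NTR1 peptide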
Target sequence (P30989 whole entry, looked up): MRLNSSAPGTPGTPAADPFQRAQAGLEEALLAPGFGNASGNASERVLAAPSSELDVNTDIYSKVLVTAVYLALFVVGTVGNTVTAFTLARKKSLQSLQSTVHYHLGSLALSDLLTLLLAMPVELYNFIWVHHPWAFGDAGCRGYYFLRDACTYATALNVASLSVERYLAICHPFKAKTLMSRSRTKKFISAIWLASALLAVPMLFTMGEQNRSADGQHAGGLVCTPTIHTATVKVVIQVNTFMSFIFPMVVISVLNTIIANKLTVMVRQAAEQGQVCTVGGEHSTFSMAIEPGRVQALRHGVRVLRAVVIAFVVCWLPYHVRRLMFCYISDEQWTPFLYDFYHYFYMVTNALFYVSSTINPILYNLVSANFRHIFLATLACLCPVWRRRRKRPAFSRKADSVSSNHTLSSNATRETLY
NTR1 ag cell count 20 µM: second read-out of NTR1 ag, no call of its own (marks repeat the call); cell count; measured here: cell count, cytotoxicity flag
* hit, by the source's call; ? = inconclusive; / = not tested or not shown; [ ] = another dose, or the depositor's remark.

SMILES	GPR55 beta-arrestin	KOR beta-arrestin-1	K1F lysis inhibition	GPR55 LPI antagonism	KOR beta-arrestin-2	GPR35 antagonists	MgcRacGAP inhibition	NOD1 NF-kB reporter	NTR1 ag	NTR1 ag cell count 20 µM
CCOc1ccc(C(C)(C)C)cc1S(=O)(=O)n1nc(C)cc1C	-0.3%	1.6%	0.2%	-14%	-27%	-4%	7%	-19%	-1.4	54
CCOC(=O)c1sc(N)c(C#N)c1CSc1nnc(C2CC2)n1N	-0.1%	-1.5%	0.8%	-5%	5%	1%	4%	-14%	0.8	40
CCc1ccc(N2C(=O)Cc3c2nc(N)c(C#N)c3N)cc1	0.2%	-4.0%	1.7%	-15%	12%	-15%	6%	-14%	1.0	45
COC(=O)C1=C(C(=O)OC)[C@@H]2N(C)c3ccc(OC)cc3[C@@]23C[C@@H](C(=O)OC)N(S(=O)(=O)c2ccc([N+](=O)[O-])cc2)C3=N1	0.0%	-2.7%	0.5%	3%	-11%	8%	7%	12%	2.5	52
CC(C)(C)S(=O)(=O)/C(C#N)=N/Nc1ccc(S(C)(=O)=O)cc1	-0.5%	-4.0%	/	-3%	25%	6%	/	-15%	0.6	56
Cc1cc(C(F)F)n2nc(C(=O)Nc3cccc(C(F)(F)F)c3)nc2n1	0.2%	0.7%	1.2%	8%	12%	-10%	10%	-26%	0.6	51
NS(=O)(=O)c1cccc(NC(=O)CSc2nc3nc(-c4cccs4)cc(C(F)(F)F)c3c(=O)[nH]2)c1	-0.3%	-1.4%	-0.1%	-1%	2%	2%	1%	-5%	0.7	58
COc1ccc(-n2c(-c3ccccc3)nc(=S)c3c2CCCC3)cc1	-0.1%	5.3%	0.9%	17%	-26%	0%	0%	-46%	-1.5	46
CCOC(=O)c1csc(NC(=O)Nc2cccc(OC)c2)n1	-0.1%	-4.1%	/	8%	-4%	4%	/	-25%	/	/
O=C(CNC(=O)c1ccc2c(c1)OCCO2)N/N=C/c1ccc(O)cc1O	-0.1%	4.8%	3.4%	-1%	-4%	-7%	160µM*	-23%	-0.5	36
O=C(Cc1ccccc1)Nc1cccc(-c2nnc(-c3ccco3)o2)c1	0.2%	2.6%	2.3%	-11%	-19%	3%	9%	28%	1.0	64
CSc1ccccc1C(=O)NCc1ccc2c(c1)OCO2	0.3%	-2.5%	-0.5%	5%	-29%	-2%	4%	-34%	-0.5	63
CCOc1ccccc1NC(=O)C1CCN(S(C)(=O)=O)CC1	0.4%	1.2%	-2.2%	6%	1%[20 µM]	-3%	6%	59%	1.1	54
COc1cc(C2NC(=O)NC(C)=C2C(=O)OCc2ccccc2)ccc1O (stereo not drawn)	0.3%	4.6%	0.1%	-31%	-30%	-3%	9%	-11%	1.6	65
CCOc1ccc(C2CC(c3cccc(OC)c3)Nc3nc(N)nn32)cc1 (stereo not drawn)	-0.2%	-5.2%	7.3%	-6%	28%	3%	5%	-14%	-0.2	54
Cc1cc(-c2csc(N)n2)c(C)n1CCC(C)C	0.2%	-4.4%	0.0%	3%	32%	-3%	15%	-3%	-2.1	48
C=CCC(NCCCO)c1cccc(OC)c1OC (stereo not drawn)	-0.1%	0.2%	0.4%	-3%	18%	0%	7%	-32%	-0.9	52
Cn1c(=S)c2[nH]c(SCCN3CCCC3)nc2n(C)c1=O	0.3%	9.8%	0.4%	10%	30%	5%	/	-2%	-0.9	86
O=C(Nc1ccc(N2CCOCC2)c(Cl)c1)c1ccc(Cl)cc1	-0.3%	-4.6%	0.1%	0%	-4%	7%	7%	-12%	-0.8	59
COCCNC(=O)C(C)OC(=O)c1cc2sccc2n1C (stereo not drawn)	-0.2%	-6.5%	0.3%	14%	0%	-5%	9%	-12%	-1.9	86
CC(=O)N1CCc2cc(S(=O)(=O)CCC(=O)NCc3ccco3)ccc21	0.9%	2.7%	0.1%	-4%	13%	-18%	6%	3%	-2.6	90
CCc1ccc(NC(=O)CSc2nc3ccsc3c(=O)n2CCC(=O)O)cc1	-0.1%	1.9%	-0.1%	-8%	-5%	-2%	-21%	-7%	1.7	51
CCN(Cc1ccncc1)C(=O)CSc1ccc2ccccc2c1	-0.4%	4.3%	-0.1%	2%	-22%	-2%	10%	-14%	1.4	49
Cc1onc(-c2ccc(Cl)cc2Cl)c1C(=O)/C=C/N(C)C	-0.2%	0.5%	1.9%	4%	5%	-9%	0%	1%	-1.4	51
Cc1ccc(C(C(=O)NC2CCCCC2)N(Cc2ccco2)C(=O)C2COc3ccccc3O2)o1 (stereo not drawn)	0.2%	0.5%	2.3%	6%	5%	-9%	3%	8%	1.8	97
Following part:
SMILES	GPR55 beta-arrestin	KOR beta-arrestin-1	K1F lysis inhibition	GPR55 LPI antagonism	KOR beta-arrestin-2	GPR35 antagonists	MgcRacGAP inhibition	NOD1 NF-kB reporter	NTR1 ag	NTR1 ag cell count 20 µM
Cc1ccc(NC(=O)[C@@H]2CCCN2C(=O)[C@@H]2Cc3ccccc3CN2)c(C)c1	-0.2%	1.0%	0.2%	16%	-5%	-7%	13%	-7%	1.7	58
O=C(c1ccc2c(c1)OCO2)N1CCN(S(=O)(=O)c2ccc(Cl)cc2)CC1	0.1%	-3.4%	-0.2%	-8%	-21%	3%	1%	11%	0.2	44
Cc1ccc(S(=O)(=O)N(C)C)cc1NC(=S)Nc1ccc2[nH]c(=O)[nH]c2c1	0.0%	-2.8%	0.2%	-5%	23%	10%	?	-19%	0.8	37
CCCOc1cccc(C(=O)N(Cc2ccc(OC)c(OC)c2)C2CCS(=O)(=O)C2)c1 (stereo not drawn)	-0.1%	2.5%	0.8%	8%	12%	-7%	3%	-8%	-1.3	77
Cc1cc(Cl)cc(Br)c1OCCNCC(C)O (stereo not drawn)	-0.2%	-0.3%	0.8%	-10%	17%	-3%	11%	-10%	-0.7	41
CCOc1cc(S(=O)(=O)N2CCCC2)ccc1Cl	-0.1%	-2.2%	1.0%	-5%	-67%	4%	3%	-13%	-1.1	53
CCCCN1C(=O)C2(OCCCO2)c2cccc(C)c21	-0.4%	-1.0%	-0.3%	-11%	-40%[20 µM]	-7%	5%	-21%	1.6	68
Cc1onc(-c2ccccc2)c1-c1nnc(-c2ccccc2C(F)(F)F)o1	-0.1%	4.8%	0.6%	-3%	-5%	3%	8%	0%	5.8	45
CC1CCN(CCc2nc3cc(NC(=O)C(C)C)ccc3n2C)CC1	-0.2%	2.9%	1.0%[50 µM]	7%	-10%	0%	8%	-7%	2.5	88
Cc1ccc(N(CC(=O)NC2CCCC2)C(=O)CCC(=O)Nc2nc(C)cs2)cc1	-0.2%	5.6%	-0.2%	-7%	3%	1%	6%	-9%	-0.1	47
Cn1cc(CNC(=O)CC2C(=O)NCCN2CC(C)(C)C)cn1 (stereo not drawn)	1.2%	-2.7%	-1.6%	9%	-10%	-5%	2%	-9%	0.5	50
CCOP(=O)(OCC)C(Nc1ccccn1)c1ccc(F)cc1 (stereo not drawn)	0.3%	-1.6%	3.2%	3%	25%	6%	7%	-5%	1.3	51
CC1CCN(CC(O)COC2CCC(C(C)(C)C)CC2)CC1 (stereo not drawn)	0.3%	-2.7%	3.9%	9%	-13%	-3%	4%	-10%	2.0	51
COC(=O)C1=C(C)NC(C)=C(C(=O)OC)C1c1ccc(-c2cc(Cl)ccc2Cl)o1	-0.1%	-1.8%	0.9%[50 µM]	15%	17%	8%	8%	12%	8.9	69
O=C(Nc1ncn[nH]1)c1cccc(S(=O)(=O)N2CCOCC2)c1	-0.1%	-4.3%	4.2%	-5%	-19%[20 µM]	0%	-2%	-24%	-0.7	48
O=C(CCCOc1ccc(Cl)cc1Cl)NCc1ccccn1	-0.1%	-1.3%	-0.2%	0%	-15%[20 µM]	-7%	-1%	-8%	-0.4	75
Cc1oc(-c2ccc(Cl)cc2)nc1CN1CCC(C(=O)N2CCc3ccccc3C2)CC1	-0.1%	14%	5.2%	14%	-28%	16%	-6%	-21%	19	55
C/C(=N\NC(=O)c1ccncc1)C12CC3CC(CC(C3)C1)C2	0.2%	10%	3.0%[50 µM]	-3%	-17%	-4%	4%	52%	1.9	69
COC(=O)c1ccccc1NS(=O)(=O)c1ccc(NC(C)=O)cc1	-0.1%	/	-1.0%	9%	-27%[20 µM]	15%	1%	1%	-0.7	39
COc1ccc(NC(=O)CN2CCCCC2)c([N+](=O)[O-])c1	0.6%	-1.3%	2.0%	1%	-72%	-25%	2%	-20%	1.2	64

Ordered by molecular weight (smallest number first): part of the list above
SMILES	GPR55 beta-arrestin	KOR beta-arrestin-1	K1F lysis inhibition	GPR55 LPI antagonism	KOR beta-arrestin-2	GPR35 antagonists	MgcRacGAP inhibition	NOD1 NF-kB reporter	NTR1 ag	NTR1 ag cell count 20 µM
Cc1cc(Cl)cc(Br)c1OCCNCC(C)O (stereo not drawn)	-0.2%	-0.3%	0.8%	-10%	17%	-3%	11%	-10%	-0.7	41
Cc1onc(-c2ccccc2)c1-c1nnc(-c2ccccc2C(F)(F)F)o1	-0.1%	4.8%	0.6%	-3%	-5%	3%	8%	0%	5.8	45
Cc1ccc(NC(=O)[C@@H]2CCCN2C(=O)[C@@H]2Cc3ccccc3CN2)c(C)c1	-0.2%	1.0%	0.2%	16%	-5%	-7%	13%	-7%	1.7	58
COC(=O)C1=C(C)NC(C)=C(C(=O)OC)C1c1ccc(-c2cc(Cl)ccc2Cl)o1	-0.1%	-1.8%	0.9%[50 µM]	15%	17%	8%	8%	12%	8.9	69
CCCOc1cccc(C(=O)N(Cc2ccc(OC)c(OC)c2)C2CCS(=O)(=O)C2)c1 (stereo not drawn)	-0.1%	2.5%	0.8%	8%	12%	-7%	3%	-8%	-1.3	77

These rows are one share of the data. The share of hits here may be higher or lower than overall.
